Bioassay records: PubChem, National Center for Advancing Translational Sciences (NCATS)
A549 tox – counter-screen for Nrf2 inhibitors: cytotoxicity in A549 cells. A549 ARE-Fluc cells, CellTiter-Fluor viability, 18-24 h. Potency, µM (doses to about 46 µM), for the others: at the top dose activity change, negative = cytotoxicity, usual class: inhibitors. 0.16% of 390,000 active. AID 504648; note: potency is the fitted concentration of half-maximal effect; % is set by controls: 0 for no effect and ±100 for the full control effect
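A549 ARE_Fluc cells in 5% FBS OPTI-MEM were exposed to compounds in concentration-response for 18-24 h at 37 deg C. Viability was read by CellTiter-Fluor fluorescence (Ex 405/Em 525) after 30 min, before the luciferase read.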
Mm-Cpn inhibitor – blocks the Methanococcus maripaludis chaperonin Mm-Cpn; Potency, µM (series often up to 76.9 µM), for inactives: top-dose activity, negative = inhibition, most hits filed as inhibitors; purified Mm-Cpn ATPase, ADP Transcreener TR-FRET; AID 504842; 0.031% of 330,000 active; note: potency is the fitted concentration of half-maximal effect; % is set by controls: 0 for no effect and ±100 for the full control effect; nearly all actives have a fitted effect of over 80% in size
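25 nM Mm-CPN + cpd, 10 min 37°C; + 10 uM ATP, 30 min 37°C; buffer 30 mM Tris pH 7.4, 100 mM KCl, 5 mM MgCl2, 1 mM DTT; Transcreener ADP HTRF detection 30 min RT.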
Akt phos inh – blocks phosphorylation of Akt | 0.32% of 360,000 active | AID 651550 | Neuro2A IGF-stimulated pAkt S473 HTRF, 20 min; stronger effect = lower value | activity change, % for hits at 50 µM; in the data active = activity change below about -80%; inconclusive = mostly about -51% to -80%; note: % is set by controls: 0 for no effect and ±100 for the full control effect
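Neuro2A cells in DMEM with 0.5% FBS, overnight at 37 deg C, given compound at single 50 µM final, then IGF (6 nM final) for 20 min at 37 deg C. Lysed; phospho-Akt Ser473 by HTRF after 24 h, 665/615 ratio.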
TGFb SMAD3 inh – TGF-b pathway inhibition | HepG2 CAGA-GFP TGF-b/SMAD3 reporter, GFP fluorescence, 18 h; TGF-beta stimulated, 500 pg/mL final | Potency, µM (top dose mostly 46.1 µM), for inactives: at the highest dose activity, negative = inhibition, hits mostly inhibitors | 1.2% of 410,000 active; note: potency is the fitted concentration of half-maximal effect; % is set by controls: 0 for no effect and ±100 for the full control effect; nearly all actives have a fitted effect of over 65% in size
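Smad-responsive CAGA-GFP expression was quantified in HEPG2 cells exposed to compounds and 500 pg/mL final TGF-beta for 18 h at 37 degrees C; unstimulated wells defined full inhibition.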
Nrf2 inh – inhibitors of Nrf2 signaling; AID 504444; 2.1% of 360,000 active; A549 ARE-Fluc reporter, luciferase luminescence, 18-24 h; Potency, µM (titrated, usually from 46 µM), without a hit: at the highest dose activity change, negative = inhibition, actives largely listed as inhibitors; note: potency is the fitted concentration of half-maximal effect; % is set by controls: 0 for no effect and ±100 for the full control effect; nearly all actives have a fitted effect of over 60% in size
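Two sequential reads on A549 ARE_Fluc cells exposed to compound for 18-24 h: a CellTiter-Fluor fluorescence read for viability, then a luciferase luminescence read for Nrf2/ARE activity.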
EPAC2 ag – activates human EPAC2 exchange factor. 0.079% of 360,000 active. Q8WZA2. EPAC2 activation, biochemical qHTS; response scale: 100% = 6.5 mM cAMP response. Potency, µM (doses to about 154 µM), inactives show at the highest dose activation, usual class: activators; note: potency is the fitted concentration of half-maximal effect; nearly all actives have a fitted effect of over 50% in size
Target sequence (Q8WZA2 whole entry, looked up): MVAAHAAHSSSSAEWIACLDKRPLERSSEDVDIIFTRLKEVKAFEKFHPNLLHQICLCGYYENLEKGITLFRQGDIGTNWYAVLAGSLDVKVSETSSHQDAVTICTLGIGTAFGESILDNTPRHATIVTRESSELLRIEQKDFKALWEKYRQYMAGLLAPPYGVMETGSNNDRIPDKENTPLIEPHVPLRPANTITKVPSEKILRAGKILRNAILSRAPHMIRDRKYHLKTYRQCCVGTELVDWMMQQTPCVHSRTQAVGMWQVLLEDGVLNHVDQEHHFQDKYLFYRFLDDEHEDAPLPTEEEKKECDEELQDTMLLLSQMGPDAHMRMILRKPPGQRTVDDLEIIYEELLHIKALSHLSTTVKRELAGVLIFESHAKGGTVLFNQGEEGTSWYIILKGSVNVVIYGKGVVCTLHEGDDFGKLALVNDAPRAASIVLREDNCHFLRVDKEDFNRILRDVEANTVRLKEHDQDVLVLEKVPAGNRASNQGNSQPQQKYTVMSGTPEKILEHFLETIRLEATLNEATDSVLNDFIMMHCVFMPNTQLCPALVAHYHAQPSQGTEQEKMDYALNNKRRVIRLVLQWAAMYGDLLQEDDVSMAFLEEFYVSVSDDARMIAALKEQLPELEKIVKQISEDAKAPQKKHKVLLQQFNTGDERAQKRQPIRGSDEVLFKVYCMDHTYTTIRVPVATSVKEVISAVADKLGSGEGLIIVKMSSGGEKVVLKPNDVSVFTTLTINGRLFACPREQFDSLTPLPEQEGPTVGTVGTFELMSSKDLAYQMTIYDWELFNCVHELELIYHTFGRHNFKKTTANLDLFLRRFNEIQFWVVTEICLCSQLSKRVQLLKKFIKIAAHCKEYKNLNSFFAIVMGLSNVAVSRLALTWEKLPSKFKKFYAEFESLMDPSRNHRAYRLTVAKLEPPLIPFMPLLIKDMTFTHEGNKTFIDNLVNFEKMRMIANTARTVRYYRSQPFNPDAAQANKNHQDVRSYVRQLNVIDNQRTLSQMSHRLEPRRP
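Each well held 100 nM EPAC2, 250 nM RAP1B-BODIPY-GDP and 50 uM GDP. Fluorescence, read at 5-min intervals to 30 min, was referenced to a 6.5 mM cAMP positive control.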
Nrf2 ARE act – Nrf2 pathway activation | AREc32 ARE-luciferase reporter (MCF7-derived line), luminescence, 24 h | 0.31% of 410,000 active | Potency, µM (top dose mostly 46.1 µM), for inactives: at the highest dose activation, actives largely listed as activators; note: potency is the fitted concentration of half-maximal effect; % of control where 0% means no effect; nearly all actives have a fitted effect of over 65% in size
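Luciferase luminescence (Steady-Glo, 30 min at room temperature) served as the read-out of ARE activation in AREc32 cells treated with compounds for 24 hr at 37 deg C.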
CCT chaperon mod – modulators of cytosolic chaperonin (CCT/TRiC) activity | purified chaperonin ATPase assay, HTRF ADP detection, 30 min | activity change, % (test concentration not listed), hits read low | 0.3% of 360,000 active | AID 651819; in the data active = activity change below about -30%; note: % is set by controls: 0 for no effect and ±100 for the full control effect
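Nucleotide hydrolysis assay: TRiC at 20–40 nM final (set by batch activity) with 10 uM ATP, 30 min at 37 °C, in presence of 76 uM compound. Detection by competitive ADP HTRF, 30 min ambient.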
EPAC2 antagonist – blocks human EPAC2 exchange factor; Potency, µM (titrated, usually from 114 µM), for inactives: at the top dose activity, negative = inhibition, most hits filed as inhibitors; EPAC2 GEF exchange of Rap1B-BODIPY-GDP, fluorescence; AID 720708; Q8WZA2; 0.18% of 360,000 active; note: potency is the fitted concentration of half-maximal effect; % is set by controls: 0 for no effect and ±100 for the full control effect; nearly all actives have a fitted effect of over 45% in size; many of its hits are not listed in these tables
An asterisk follows results filed as active; i = inactive; ? = inconclusive; / = no result given; [ ] = another dose, or the depositor's remark. Unless noted, calls come from the whole dose curve; as a rule, active = well fitted curve in the direction sought with a large enough effect; inconclusive = small, poorly fitted or top-dose-only effect, or another doubt; inactive = no such curve, though single readings can be large; an effect the other way counts as inactive or inconclusive.

SMILES	A549 tox	Mm-Cpn inhibitor	Akt phos inh	TGFb SMAD3 inh	Nrf2 inh	EPAC2 ag	Nrf2 ARE act	CCT chaperon mod	EPAC2 antagonist
c1ccc(COc2cccc(-c3cc4nc(NCCc5ccncc5)ccn4n3)c2)cc1	/	/	i	?	/	9%	-3.4%	-2.3	7%
C[C@@H]1CN([C@@H](C)CO)C(=O)CCCn2nncc2CO[C@@H]1CN(C)S(=O)(=O)c1ccc(Oc2ccccc2)nc1	/	/	i	1%	/	5%	0.3%	-1.1	-16%
C/C(=N\NC(=O)c1c[nH]c2ccccc12)c1ccco1	0%	-2%	i	-11%	?	-1%	?	-0.3	0%
Cc1ccc(C)c(S(=O)(=O)c2nnn3c2nc(Nc2ccc(F)c(Cl)c2)c2sccc23)c1	?	/	/	?	?	/	0.7%	/	/
COc1ccc(-c2csc3ncnc(N4CCN(C(=O)c5ccco5)CC4)c23)cc1	-13%	-5%	i	?	?	1%	0.1%	-1.1	-23%
O=C1NC[C@H](CCCCN2CCN(Cc3ccccc3)C(=O)C2=O)N(CCc2ccccc2)C1=O	/	/	i	/	/	2%	-0.2%	-0.3	3%
C=CCN(CC=C)S(=O)(=O)c1ncn[nH]1	3%	4%	i	15%	?	-4%	1.7%	-1.3	2%
COc1cccc(/C=N/NC(=O)c2c(C)nc3ccc(Cl)cn23)c1OC	0%	-6%	i	12%	0%	-7%	3.7%	-0.6	-1%
CC1=NN(C(=O)c2ccc(C)cc2)C(O)(C(F)(F)OC(F)(F)F)C1 (centres undefined)	-2%	-19%	i	-3%	2%	-8%	0.6%	-2.6	-2%
CCOc1ccccc1CNC(=O)CCc1c(C)nn(-c2ccc(N3CCOCC3)nn2)c1C	4%	/	/	0%	?	/	-0.5%	/	/
COC(=O)[C@@H](NCc1ccc(B(O)O)cc1)C(C)C	11%	/	i	8%	-4%	5%	-0.1%	-2.3	1%
N#Cc1c(NC(=O)CSc2nc(N)cc(=O)[nH]2)sc2c1CCCC2	-22%	-9%	i	-10%	15µM*	1%	5.3%	1.3	-27%
O=C(c1ccco1)n1nc(-c2cccnc2)nc1NCc1ccco1	-2%	0%	i	0%	14%	0%	3.0%	2.3	4%
COc1cccc(/C=N/n2c(COc3ccccc3)n[nH]c2=S)c1O	1%	-1%	i	-1%	1%	2%	0.5%	-0.2	0%
NC(=O)CSc1nnc(-c2cccs2)n1-c1ccccc1	1%	-1%	i	-3%	1%	5%	0.0%	2.0	-14%
COc1ccc(NC(=O)C2C3C=CC4(O3)C2C(=O)N(CCCN2CCCCC2)C4C(=O)NC2CCCC(C)C2C)cc1 (centres undefined)	-7%	0%	i	3%	5%	14%	2.1%	-2.3	9%
NC(=O)C1(N2CCCCC2)CCN(C(=S)Nc2ccc(F)c(Cl)c2)CC1	0%	0%	i	-4%	21%	0%	0.2%	0.0	-7%
Cc1cc(NC(=O)COC(=O)C2CCN(S(=O)(=O)c3ccc(Cl)cc3)CC2)no1	2%	-2%	i	-4%	-16%	4%	-0.2%	0.1	-11%
CC(=O)Nc1cccc(-c2ccnc3c2CC(C)(C(=O)Nc2cccc(NS(C)(=O)=O)c2)O3)c1 (centres undefined)	/	/	i	6%	/	10%	0.2%	-2.0	4%
Nc1nc(Cl)cc(Oc2ccccc2F)n1	-6%	2%	i	0%	-18%	2%	-0.5%	2.1	-11%
O=C(c1ccco1)N1CCN(Cc2cccc([N+](=O)[O-])c2)CC1	6%	-1%	i	?	-5%	8%	0.1%	0.5	-26%
CC(C)(C)c1ccc(C(=O)Nc2ccccc2C(=O)NCCN2CCOCC2)cc1	12%	-3%	i	7%	?	-8%	3.1%	1.3	-14%
CN(CC(=O)NCc1ccncc1)S(=O)(=O)c1ccc2ccccc2c1	-2%	-12%	i	0%	-8%	3%	0.1%[9.22 µM]	2.2	-8%
Nc1ccc2c(C(F)(F)F)cc(=O)oc2c1	?	-16%	i	14%	-10%	1%	0.2%	3.0	6%
COc1ccc(CCNC(=O)C2CCC(=O)N(CCc3ccc(OC)cc3)C2)cc1 (centres undefined)	0%	4%	i	10%	1%	8%	-0.4%	1.0	2%
O=C(COC(=O)C1CCN(c2ccc(C(F)(F)F)cn2)CC1)c1ccc(F)cc1	17%	3%	i	?	?	-3%	-0.2%	0.7	-23%
CC1CCCCC1NC(=O)C1CCN(S(=O)(=O)N2CCOCC2)CC1 (centres undefined)	0%	2%	i	15%	-4%	5%	-0.1%	-7.9	-2%
Cc1nn(-c2ccccc2)c(C)c1/C=N/n1c(-c2ccccc2Br)n[nH]c1=S	1%	-1%	i	?	?	11%	3.8%	2.7	-4%
C=CCNC(=O)C1CCN(S(=O)(=O)c2ccccc2)CC1	-10%	1%	-95%*	-10%	7%	5%	-0.7%	-0.4	6%
CC(=C/c1ccccc1)/C=N/n1c(-c2ccco2)n[nH]c1=S	-3%	1%	/	-12%	-18%	6%	24%	-0.4	-6%
Cc1cc(C)cc(NC(=O)C(NCC2CCCO2)c2ccccc2)c1 (centres undefined)	10%	-2%	i	-5%	0%	-4%	0.4%	3.5	3%
FC(F)(F)c1cccc(Cc2noc(CN3C[C@@H]4CCC[C@H]3C4)n2)c1	3%	1%	i	0%	1%	-2%	-0.8%	-1.4	-2%
CC(C)(C)OC(=O)CN1C(=O)NC(Cc2c[nH]c3ccccc23)C1=O (centres undefined)	0%	0%	i	9%	-8%	5%	-0.5%	2.5	4%
c1ccc(CN(CCN2CCOCC2)Cc2ccccc2)cc1	-5%	/	i	7%	-9%	5%	-0.6%	0.9	-8%
COc1ccc(CC(=O)NCCC(C)C)cc1S(=O)(=O)N1CCOCC1	-2%	-6%	i	-1%	1%	5%	-0.2%	-0.1	14%
CCN(CC)CC(=O)N(CC(=O)Nc1c(C)cc(C)cc1C)C1CCCCC1	13%	1%	i	21%	-4%	11%	0.3%	-0.6	-4%
CC(C)(C)OC(=O)NNC(=O)Nc1ccccc1C(F)(F)F	-1%	1%	i	24%	-13%	-17%	2.5%	-5.1	-1%
CCN(Cc1ccccc1)Cc1cc(OC)cc(OC)c1	-1%	-1%	i	5%	?	9%	2.3%	0.4	-10%
Cc1cccc(C)c1NC(=O)CSCc1cccc(CSCC(=O)Nc2c(C)cccc2C)n1	-7%	0%	i	?	-19%	5%	-0.3%	-2.4	7%
CCOc1ccc(-n2cc(-c3ccccc3)c3c(=O)[nH]cnc32)cc1	0%	1%	i	2%	-16%	20%	1.3%	0.0	-7%
CCN(CC(=O)Nc1ccccc1OC)C(=O)c1ccc(N(C)S(=O)(=O)c2ccc(C)cc2)cc1	-5%	-2%	i	0%	?	2%	-0.6%	0.4	-5%
CCOC(=O)c1c(N)sc2c1CCS(=O)(=O)C2	-4%	-3%	i	-5%	-8%	5%	-0.4%	-1.0	-3%
COc1ccc(-n2cnc3cc(N)ccc32)cc1	-1%	0%	i	22%	?	8%	2.5%	-2.0	2%
O=C(c1ccoc1)N1CCC2(CCCN(Cc3ccc(F)c(F)c3)C2)C1 (centres undefined)	-1%	?	i	-11%	16%	-3%	-1.0%	0.3	2%
COc1ccc(CNc2nc3nc(C)cc(C)n3n2)cc1OC	/	2%	i	6%	?	10%	1.5%	-1.6	-4%
COc1cccc(CNC(=O)CCCCCn2c(=O)[nH]c3cc(OC)c(OC)cc3c2=O)c1	1%	/	/	-13%	6%[9.27 µM]	/	0.2%	/	/
CC(=O)Nc1ccc(NC(=O)C2CC(=O)N=C(N)S2)cc1 (centres undefined)	-2%	0%	i	2%	-2%	1%	-0.8%	-1.2	-2%
O=C(CSc1nnc(Cc2cccs2)n1C1CCCCC1)N1CCN(C(=O)c2ccco2)CC1	16%	2%	i	-8%	0%	8%	0.4%	-2.1	-2%
CC12CCC(C(=O)N3CCCc4ccccc43)(OC1=O)C2(C)C (centres undefined)	11%	-4%	i	6%	-10%	1%	0.4%	-15	11%
COc1cc2c(cc1OC)C(c1cccc(OC)c1OC)CC(=O)N2 (centres undefined)	-10%	2%	/	-22%	-15%	-3%	5.6%	0.5	0%
c1ccc(OCc2nnc(-c3ccccc3)o2)cc1	1%	-2%	i	-3%	?	7%	0.3%	-1.3	10%
C=CCOC(=O)C1=C(C)NC(=O)NC1c1ccc(OC(=O)c2ccco2)c(OC)c1 (centres undefined)	-4%	0%	i	-3%	0%	-7%	2.5%	-2.3	3%
CN(CC(=O)Nc1cccc(S(=O)(=O)N2CCCC2)c1)CC(=O)Nc1ccc(Cl)c(C(F)(F)F)c1	?	0%	i	16µM*	26µM*	12%	0.7%	-0.1	-14%
CCOc1ccc(NC(=O)N(CCC(C)C)C(C)c2ccco2)cc1 (centres undefined)	-1%	2%	i	21%	-6%	-11%	0.1%	-1.4	-5%
COc1ccccc1C(=O)NC(=O)COC(=O)c1ccc(Cl)nc1	3%	1%	i	9%	?	1%	0.0%	-1.0	16%

Among those listed so far, these contain an aryl thioether with sulfur outside any ring.
SMILES	A549 tox	Mm-Cpn inhibitor	Akt phos inh	TGFb SMAD3 inh	Nrf2 inh	EPAC2 ag	Nrf2 ARE act	CCT chaperon mod	EPAC2 antagonist
N#Cc1c(NC(=O)CSc2nc(N)cc(=O)[nH]2)sc2c1CCCC2	-22%	-9%	i	-10%	15µM*	1%	5.3%	1.3	-27%
NC(=O)CSc1nnc(-c2cccs2)n1-c1ccccc1	1%	-1%	i	-3%	1%	5%	0.0%	2.0	-14%
O=C(CSc1nnc(Cc2cccs2)n1C1CCCCC1)N1CCN(C(=O)c2ccco2)CC1	16%	2%	i	-8%	0%	8%	0.4%	-2.1	-2%

An excerpt. The share of hits here may be higher or lower than overall.
